RXFP1 ag – RXFP1 (human) receptor agonism | Q9HBX9 | 370,000 tested, 0.3% active | HEK293T-RXFP1 cAMP TR-FRET, 30 min; response scale: percent of porcine relaxin response, buffer zero | Potency, µM (series often up to 57.5 µM), inactives show at the highest dose activation, most hits filed as activators; also: potency is read from the fitted curve at half-maximal effect; % is scaled to controls: 0 for no effect and ±100 for the full control effect; nearly all actives have a fitted effect of over 60% in size; many of its hits are not listed in these tables
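Agonist response is measured as cAMP accumulation in an RXFP1-transfected HEK293T line under PDE4 inhibition. Values are scaled between buffer-only and 29 nM porcine relaxin, and EC50s come from standard Hill equation fits.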
Vif-APOBEC3G blk – inhibitors of Vif-APOBEC3G interaction | HeLa A3G-eYFP + Vif (tagged APOBEC3G with the HIV-1 protein that degrades it), YFP fluorescence, overnight | AID 602310 | Q9HC16 | 410,000 tested, 0.076% active | Potency, µM (series often up to 46.1 µM), for the others: at the highest dose activity, negative = active, usual class: inhibitors;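 also: potency is read from the fitted curve at half-maximal effect; % is scaled to controls: 0 for no effect and ±100 for the full control effect; nearly all actives have a fitted effect of over 60% in size; hits raise eYFP signal because A3G escapes Vif-driven loss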
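Read-out is eYFP fluorescence (Ex 488/Em 500-530) from Vif-expressing HeLa A3G-eYFP cells; more signal means A3G escaped Vif-mediated degradation. Cells plated overnight, compound pinned in, incubated overnight at 37 deg C.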
TrxR1 substrate – substrates of rat thioredoxin reductase 1. O89049. Potency, µM (top dose mostly 114 µM), without a hit: at the highest dose activity change, negative = substrate turnover. purified TrxR1 substrate turnover, NADPH consumption readout. 390,000 tested, 0.01% active; also: potency is read from the fitted curve at half-maximal effect; % is scaled to controls: 0 for no effect and ±100 for the full control effect; nearly all actives have a fitted effect of over 50% in size
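Rat TrxR1, dispensed at 90 nM, was prereduced with 400 uM NADPH (final) for 5 min at ~22 deg C, then incubated with compound 15 min before 400 uM selenite. A first-read NADPH fluorescence drop versus no-compound background flagged substrates.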
USP1 inh – USP1/UAF1 (human) deubiquitinase inhibition. Potency, µM (highest dose often 57.1 µM), inactives show top-dose activity change, negative = inhibition, most hits filed as inhibitors. O94782. 390,000 tested, 0.23% active. AID 743255. recombinant USP1/UAF1, Ub-Rhodamine cleavage fluorescence; also: potency is read from the fitted curve at half-maximal effect; % is scaled to controls: 0 for no effect and ±100 for the full control effect; nearly all actives have a fitted effect of over 60% in size; inactives centre near -12
Target sequence (O94782 whole entry, looked up): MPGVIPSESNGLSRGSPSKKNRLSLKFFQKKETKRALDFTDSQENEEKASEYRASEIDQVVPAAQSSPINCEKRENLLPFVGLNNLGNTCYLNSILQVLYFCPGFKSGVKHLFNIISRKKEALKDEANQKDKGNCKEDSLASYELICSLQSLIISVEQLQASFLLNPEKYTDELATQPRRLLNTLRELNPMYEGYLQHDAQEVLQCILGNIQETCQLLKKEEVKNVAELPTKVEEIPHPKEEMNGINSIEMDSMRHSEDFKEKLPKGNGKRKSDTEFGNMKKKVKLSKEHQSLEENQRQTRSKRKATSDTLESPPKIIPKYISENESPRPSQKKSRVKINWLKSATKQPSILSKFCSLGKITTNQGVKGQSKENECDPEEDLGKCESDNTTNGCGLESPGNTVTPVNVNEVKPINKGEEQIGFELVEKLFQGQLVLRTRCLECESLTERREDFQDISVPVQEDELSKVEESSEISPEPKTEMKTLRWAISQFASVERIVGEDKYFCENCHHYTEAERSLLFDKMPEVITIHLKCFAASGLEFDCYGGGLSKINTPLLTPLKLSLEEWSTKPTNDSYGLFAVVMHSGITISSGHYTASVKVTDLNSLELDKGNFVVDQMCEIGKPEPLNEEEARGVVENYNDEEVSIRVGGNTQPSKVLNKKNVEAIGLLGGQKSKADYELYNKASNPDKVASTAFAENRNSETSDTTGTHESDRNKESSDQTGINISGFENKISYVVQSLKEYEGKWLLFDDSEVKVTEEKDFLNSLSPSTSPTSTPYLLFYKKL
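High-throughput fluorogenic screen: 1nM USP1/UAF1 complex, Ub-Rho substrate 150nM final, 50mM HEPES pH 7.8 with 0.5mM EDTA, 0.1 mg/ml BSA, 1mM TCEP and 0.01% Tween-20.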
Vif-APOBEC3F blk – inhibitors of Vif-A3F interaction | HeLa A3F-eYFP + Vif (tagged APOBEC3F with the HIV-1 protein that degrades it), YFP fluorescence increase | Potency, µM (titrated, usually from 46.1 µM), for the others: at the highest dose activity, negative = active | 390,000 tested, 0.2% active | AID 602313; also: potency is read from the fitted curve at half-maximal effect; % of control where 0% means no effect; nearly all actives have a fitted effect of over 65% in size
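Fluorescence increase (Ex 488/Em 500-530) after overnight compound treatment at 37 deg C flags inhibition of Vif-driven A3F-eYFP loss in stable HeLa A3F-eYFP/Vif cells seeded overnight beforehand.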
IDH1 R132H inh – blocks human mutant IDH1 R132H enzyme; O75874; IDH1-R132H enzyme, NADPH consumption, diaphorase/resazurin fluorescence; Potency, µM (top dose mostly 76.6 µM), for the others: top-dose activity change, negative = inhibition, actives largely listed as inhibitors; 390,000 tested, 0.093% active; also: potency is read from the fitted curve at half-maximal effect; % is scaled to controls: 0 for no effect and ±100 for the full control effect; nearly all actives have a fitted effect of over 65% in size
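IDH1-R132H (0.5 ug/mL) preincubated 30 min with compound, then NADPH (0.016 mM) and alpha-KG (2 mM) added; 80 min at RT, pH 7.5. Remaining NADPH coupled via diaphorase/resazurin to fluorescence (540/590 nm); concentration-response curves normalized to no-enzyme control.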
LDHA block – inhibitors of human lactate dehydrogenase A. purified LDHA, NADH/diaphorase-resazurin fluorescence; stronger effect = lower value. activity change, % (values are at about 110 or 230 µM). 480,000 tested, 0.15% active; in the data active = activity change below about -30%; inconclusive = mostly about -25% to -30%;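 also: plate controls were DMSO wells for no effect and wells without enzyme for full effect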
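Human LDH5 at 2 nM final in Tris HCl pH 7.4 with 0.06 mM NADH and 0.2 mM pyruvate, reacted 5 minutes at room temperature. Remaining NADH coupled via diaphorase/resazurin; resorufin fluorescence read at 0 and 20 minutes, normalized to enzyme-free and DMSO wells.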
PI4K2A inh – blocks human PI4K2A kinase activity; AID 1346378; 420,000 tested, 0.13% active; activity change, negative = inhibition, % at 76.9 µM; Q9BTU6; purified PI4K2A, ADP-Glo luminescence, 1 h; stronger effect = lower value; in the data active = activity change below about -50%; inconclusive = mostly about -30% to -49%;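 also: -100% = wells without enzyme as full effect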
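PI4K2A activity was measured by ADP-Glo luminescence: enzyme (4 ug/mL stock) and phosphatidylinositol (1.2 mM stock) in Tris pH 7.5/MgCl2/EGTA/Triton X-100 buffer were reacted with ATP (300 microM stock) for one hour at ambient temperature.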
Glioma ERSR ind – inducers of ER stress response in human glioma cells; U87-MG GRP78 promoter luciferase reporter, 16 h; Potency, µM, for the others: top-dose activation, actives largely listed as activators; 420,000 tested, 0.02% active; AID 602332; also: potency is read from the fitted curve at half-maximal effect; series mostly up to about 76 µM; % of control where 0% means no effect; nearly all actives have a fitted effect of over 35% in size
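Stably transfected U87-MG human glioma cells carrying a GRP78-based luminescent sensor were seeded at 1000 cells/well, pin-dosed with compounds and incubated 16 h. Luciferase reagent was then added, and end-point luminescence was read after 10 min at room temperature.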
Active calls of the source: *; u = inconclusive; x = no result given; [ ] = another dose, or the depositor's remark. Unless noted, calls follow the shape of the dose curve; as a rule, active = well fitted curve in the direction sought with a large enough effect; inconclusive = small, poorly fitted or top-dose-only effect, or another doubt; inactive = no such curve, though single readings can be large; an effect the other way counts as inactive or inconclusive. Not all compounds are listed (hit frequency here may not be typical).

SMILES | RXFP1 ag | Vif-APOBEC3G blk | TrxR1 substrate | USP1 inh | Vif-APOBEC3F blk | IDH1 R132H inh | LDHA block | PI4K2A inh | Glioma ERSR ind
Cc1cc(NS(=O)(=O)c2ccc(NC(=O)C(C)Oc3ccc(C(C)C)cc3)cc2)no1 (stereo not drawn) | -0.7% | -5% | -1% | -13% | 0% | -17% | -7 | 2 | 1%
COC(=O)c1ccc(N(C(=O)CNC(=O)c2ccco2)C(C(=O)NCC2CCCO2)c2ccc(OC)c(OC)c2)cc1 (stereo not drawn) | 1.8% | 0% | 10%[57.1 µM] | -4% | u | 22% | -5 | -3 | 0%
Cc1ccc(-c2cc(C(=O)Nc3cccnc3)c3ccccc3n2)o1 | 12% | -11% | 20% | -11% | -2% | 4% | 7 | -9 | 4%
CC(C)N1CCC1(C)C(=O)Nc1nccc2cccnc12 (stereo not drawn) | x | 1% | x | x | x | x | 0 | -3 | -3%
C[C@H]1CN=C(Nc2ccccc2)N1CCC1CCCCC1 | -2.9% | 4% | -3% | u | 0% | 10% | -2 | 2 | -2%
CCOc1ccc2ccccc2c1/C=N\NC(=O)OC | -0.1% | 1% | -5% | -5% | 4% | 6% | -4 | -2 | -3%
CC(C)c1ccccc1OCCCCCNCCO | 1.7% | 0% | -1% | -11% | -5% | 10% | -2 | 6 | -5%
CCOc1ccc(N(C)C(=O)CCc2nnc3ccc(N4CCC5(CC4)OCCO5)nn23)cc1 | u | 0% | -7% | -5% | -5% | -1% | 0 | 1 | -2%
CCC(=O)OCn1nnc2ccccc2c1=O | 6.3% | 0% | -6% | -18% | 8% | 3% | -4 | 5 | 2%
Nc1ccccc1C#CCCCCO | -0.7% | 0% | -1% | -19% | -2% | -12% | -2 | -4 | -1%
COc1ccc(C(CNC(=O)COc2ccccc2C)N2CCCC2)cc1 (stereo not drawn) | -3.7% | 3% | -13% | -5% | 2% | 3% | -6 | 4 | -5%
CCCC(=O)OCC(=O)Nc1cc([N+](=O)[O-])ccc1OC | 1.6% | 3% | 5% | -15% | 6% | 12% | -8 | -4 | 1%
Nc1nc(Nc2ccccc2F)nc(NCCO)c1[N+](=O)[O-] | 1.0% | 7% | -13% | -12% | 13% | -8% | -18 | 0 | 0%
CC(C)NC(=S)N=Nc1c(O)[nH]c2ccc(C(C)C)cc12 | 0.6% | 3% | -4% | -24% | 1% | -7% | -9 | 1 | 0%
C[C@H](CO)N1C[C@H](C)[C@@H](CN(C)C(=O)NC2CCCC2)Oc2cc(Br)ccc2S1(=O)=O | x | -1% | x | -21% | -1% | 15% | 0 | -4 | -4%
CCOC(=O)C1CCN(c2nc3ccccc3nc2C(C#N)C(=O)OC(C)C)CC1 (stereo not drawn) | -1.8% | 1% | -2% | u | x | -2% | -1 | -5 | -4%
CC(=O)c1ccc(N(C(=O)CNC(=O)c2ccco2)C(C(=O)NC2CCCC2)c2ccco2)cc1 (stereo not drawn) | 0.3% | 0% | 10%[57.1 µM] | -10% | -4% | -6% | -8 | -11 | 1%
O=[N+]([O-])c1ccccc1Oc1ncccc1[N+](=O)[O-] | 2.3% | 2% | 4% | -26% | 2% | 10% | 0 | 0 | 0%
COc1ccc(-n2cnc3cc([N+](=O)[O-])ccc32)cc1 | 0.3% | -3% | 7%[57.1 µM] | -1% | -7% | -4% | -10 | -2 | 3%
O=C1CC(C(=O)N2CCOCC2)C2(CCCCC2)O1 (stereo not drawn) | -1.5% | 0% | 2% | -18% | -2% | -2% | -4 | -3 | -4%
Cc1ccc2c(c1)N(CC(=O)NCc1ccccc1Br)C(=O)c1cccnc1O2 | 1.1% | 0% | 1% | -3% | -4% | -18% | -8 | -1 | -1%
COc1ccccc1NS(=O)(=O)c1ccc(C(=O)NCC2(N(C)C)CCCCC2)cc1 | 1.4% | 2% | -4% | -13% | 4% | 2% | -3 | 0 | -3%
O=C(C[N+]1(CC#Cc2ccccc2)CCCCC1)c1ccc(Cl)cc1 | -0.6% | -14% | 1% | -21% | 5% | 6% | 3 | -3 | -7%
Cc1ccc(S(=O)(=O)N2C[C@@H](C)[C@]3(C2)[C@H](O)[C@H](OC(=O)NC2CC2)C[C@H]2C(=O)N(c4ccccc4)C(=O)[C@H]23)cc1 | x | 2% | x | -32% | -20% | 6% | -6 | -4 | 1%
O=C(CCN1C(=O)c2ccccc2C1=O)Nc1ccc(S(=O)(=O)NC2=NCCCCC2)cc1 | -0.7% | 0% | 9% | -15% | -5% | 0% | -2 | 1 | -5%

More entries follow:
SMILES | RXFP1 ag | Vif-APOBEC3G blk | TrxR1 substrate | USP1 inh | Vif-APOBEC3F blk | IDH1 R132H inh | LDHA block | PI4K2A inh | Glioma ERSR ind
O=C1c2nccnc2C(=O)N1c1ccc(C(F)(F)F)cc1 | 0.2% | 4% | 7%[57.1 µM] | -18% | -1% | -2% | -9 | -4 | -1%
Cc1cccc(NC(=O)c2cc(NC(=O)C3CC=CCC3C(=O)O)ccc2N2CCOCC2)c1 (stereo not drawn) | 0.9% | -3% | 7% | -1% | -6% | 0% | -5 | 1 | -5%
COc1ccc(N2CCN(C(=O)c3c(C)nn(-c4ccc(F)cc4)c3-n3cccc3)CC2)cc1 | 2.1% | -1% | 0% | -33% | 4% | -1% | -2 | -2 | -1%
Nc1nonc1-n1nnc(C(=O)N/N=C/c2ccncc2)c1-c1cccs1 | -0.1% | -1% | 1% | -11% | 0% | -6% | -2 | 1 | -6%
O=C(/C=C/Nc1ccccc1O)c1ccco1 | 4.7% | -12% | 1% | -8% | u | 0% | -3 | -7 | -1%
Cc1c(C(=O)Nc2cccc([N+](=O)[O-])c2)csc1-c1ccccc1 | -0.2% | -8% | -11% | -17% | 0% | 21% | -6 | 2 | -8%
O=c1cc(-c2ccc(F)cc2)nc(SCc2nc(-c3cccc(C(F)(F)F)c3)no2)[nH]1 | 3.4% | -1% | 5%[57.1 µM] | 5% | -6% | -1% | 0 | -1 | -2%
Cc1ccn2c(Nc3ccc4c(c3)OCO4)c(-c3ccc(C)o3)nc2c1 | 17% | -2% | 53%[activator] | -11% | -1% | -18% | 3 | -2 | 3%
O=C(O)C/C=C(\NC(=O)OCc1ccccc1)C(=O)OCc1ccccc1 | 1.2% | -3% | 3% | -27% | 4% | 9% | 0 | -3 | 2%
CC(=O)Nc1ccc(S(=O)(=O)N2CCC(C(=O)NCCC(=O)Nc3ccccc3)CC2)cc1 | 2.8% | 2% | -10% | -24% | -1% | 0% | -1 | -6 | -2%
CCCCC(CC)CNC(=O)C1CCN(S(=O)(=O)c2cccc3nsnc23)CC1 (stereo not drawn) | -1.6% | 3% | -6% | -24% | -6% | -11% | -3 | -3 | -1%
Nc1ccc(-c2nc3cc(N)ccc3o2)cc1 | u | 4% | 59%[activator] | 5% | 4% | 6% | 0 | -1 | -8%
COCCC(=O)N1CCC(Oc2ccc(C(=O)NCCC3=CCCCC3)cc2)CC1 | 0.2% | 1% | -4% | -18% | 1% | -5% | 0 | -2 | -5%

Record cards (already shown).
Profile of Cc1cccc(NC(=O)c2cc(NC(=O)C3CC=CCC3C(=O)O)ccc2N2CCOCC2)c1 (stereo not drawn) : RXFP1 ag = 0.9%; Vif-APOBEC3G blk = -3%; TrxR1 substrate = 7%; USP1 inh = -1%; Vif-APOBEC3F blk = -6%; IDH1 R132H inh = 0%; LDHA block = -5; PI4K2A inh = 1; Glioma ERSR ind = -5%
Profile of Cc1ccn2c(Nc3ccc4c(c3)OCO4)c(-c3ccc(C)o3)nc2c1 : RXFP1 ag = 17%; Vif-APOBEC3G blk = -2%; TrxR1 substrate = 53%[activator]; USP1 inh = -11%; Vif-APOBEC3F blk = -1%; IDH1 R132H inh = -18%; LDHA block = 3; PI4K2A inh = -2; Glioma ERSR ind = 3%

2 successive compounds out of the list so far, quoted:
SMILES | RXFP1 ag | Vif-APOBEC3G blk | TrxR1 substrate | USP1 inh | Vif-APOBEC3F blk | IDH1 R132H inh | LDHA block | PI4K2A inh | Glioma ERSR ind
CC(=O)Nc1ccc(S(=O)(=O)N2CCC(C(=O)NCCC(=O)Nc3ccccc3)CC2)cc1 | 2.8% | 2% | -10% | -24% | -1% | 0% | -1 | -6 | -2%
CCCCC(CC)CNC(=O)C1CCN(S(=O)(=O)c2cccc3nsnc23)CC1 (stereo not drawn) | -1.6% | 3% | -6% | -24% | -6% | -11% | -3 | -3 | -1%

Screening data as filed in PubChem BioAssay.
